MMP-13 inhibitor = blocks human MMP13 activity | 65,000 compounds, 0.07% hits | AID 570 | inhibition, % at 4 µM | MMP-13 fTHP FRET cleavage, Mca fluorescence;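 active = inhibition above the mean of compound-free control plate wells plus 3 SD, cut at about 14% in these data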;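 note: 0% = DMSO wells and 100% = wells with reference MMP-13 inhibitor after basal subtraction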
RORA act = activates the human nuclear receptor RORA; activation, % at 10 µM; CHO-K1 Gal4-RORA LBD luciferase reporter, luminescence; percent increase over mock-subtracted basal signal; 65,000 compounds, 1.5% hits; P35398;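 active = activation above the mean of all tested compounds plus 3 SD, cut at about 49% in these data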;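 note: 0% = DMSO-treated RORA cells and 100% = added signal equal to DMSO minus mock-transfected cells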
A340 absorber = compounds absorbing at 340 nm. compound absorbance at 340 nm, fold over control. 65,000 tested, under 10 active. AID 708. fold change at 10 µM;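 active = at 10 µM dose, initial 340 nm absorbance at least 2 fold that of control wells; inactive = change under 2 fold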;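 note: initial absorbance extrapolated from kinetic A340 decline of NADH oxidation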
TNAP act mid DEA = human TNAP activation, intermediate phosphate acceptor; P05186; 64,000 tested, under 10 active; purified TNAP, CDP-star luminescence, 100 mM DEA, 30 min; stronger effect = higher value; scale: 0 levamisole-inhibited, 1 vehicle-only enzyme; activation factor at 20 µM;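 active = activation factor of at least 2 at 20 µM, relative to controls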
SF-1 act = SF-1 (human) activation; AID 522; activation, % at 10 µM; CHO-K1 Gal4-SF-1 LBD luciferase reporter; % increase over DMSO SF-1-specific signal; 65,000 compounds, 1.9% hits;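 active = activation above the mean activation of all tested compounds plus 3 SD, cut at about 50% in these data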
Target sequence (Q13285 whole entry, looked up, the tested form may be a part): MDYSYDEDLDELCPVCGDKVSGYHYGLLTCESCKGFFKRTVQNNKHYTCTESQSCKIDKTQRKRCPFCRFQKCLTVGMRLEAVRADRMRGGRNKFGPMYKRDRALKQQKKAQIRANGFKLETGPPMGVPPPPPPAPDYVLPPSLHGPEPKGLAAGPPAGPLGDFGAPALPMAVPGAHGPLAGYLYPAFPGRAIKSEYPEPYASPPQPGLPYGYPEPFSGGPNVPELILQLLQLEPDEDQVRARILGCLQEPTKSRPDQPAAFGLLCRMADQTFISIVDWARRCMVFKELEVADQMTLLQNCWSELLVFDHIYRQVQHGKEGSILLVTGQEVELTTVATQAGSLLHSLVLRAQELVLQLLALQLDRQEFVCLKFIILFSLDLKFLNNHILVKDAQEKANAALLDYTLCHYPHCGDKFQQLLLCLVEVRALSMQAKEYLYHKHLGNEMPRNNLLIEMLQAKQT
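Material: CHO-K1 cells with Gal4–hSF-1 LBD chimera plus Gal4-driven luciferase / Input: 4,000 CHO-K1 cells per well / Incubation: compound exposure 20 h at 37 °C / Signal: luminescence read 15 min after SteadyLite luciferase reagent, after room-temperature equilibration / Read-out: percent activation versus DMSO / Benchmarks: DMSO negative control and −SF1 background wells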
NADH coupling = blocks coupling enzymes of NAD/NADH assays; coupled PK/LDH NADH assays, four targets; IC50, µM (doses to about 10 µM), without a hit: top-dose inhibition; 65,000 compounds, 0.02% hits;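 active = single-dose screening hits from any of four coupled enzyme assays that gave an IC50 when retested across doses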;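 note: the DPM-DC format reads NADH fluorescence rather than 340 nm absorbance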
Autofluor 339 = intrinsic fluorescence of library compounds, ex339/em460 – biochemical, MLSMR library, data from DPM-DC assay, artefact control, profiling panel; 65,000 compounds, 5.5% hits; AID 709; fluorescence fold increase at 10 µM; compound autofluorescence, ex339/em460 nm, NADH buffer; stronger effect = higher value; 1 = no-compound wells, NADH background;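 active = at 10 µM, mean starting fluorescence two-fold or more over control wells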;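 note: signal is the first read of a kinetic run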
5HT1a ag = 5-HT1a (human) receptor agonism | activation, % at 10 µM | CHO 5-HT1a Ga15 NFAT-bla reporter, FRET ratio; 0% basal, 100% maximal reference agonist | 65,000 compounds, 0.56% hits | P08908;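 active = activation above the screen-wide mean activation plus 3 SD, cut at about 19% in these data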;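 note: 0% = DMSO wells and 100% = 5-CT at EC100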
Target sequence (P08908 whole entry, looked up): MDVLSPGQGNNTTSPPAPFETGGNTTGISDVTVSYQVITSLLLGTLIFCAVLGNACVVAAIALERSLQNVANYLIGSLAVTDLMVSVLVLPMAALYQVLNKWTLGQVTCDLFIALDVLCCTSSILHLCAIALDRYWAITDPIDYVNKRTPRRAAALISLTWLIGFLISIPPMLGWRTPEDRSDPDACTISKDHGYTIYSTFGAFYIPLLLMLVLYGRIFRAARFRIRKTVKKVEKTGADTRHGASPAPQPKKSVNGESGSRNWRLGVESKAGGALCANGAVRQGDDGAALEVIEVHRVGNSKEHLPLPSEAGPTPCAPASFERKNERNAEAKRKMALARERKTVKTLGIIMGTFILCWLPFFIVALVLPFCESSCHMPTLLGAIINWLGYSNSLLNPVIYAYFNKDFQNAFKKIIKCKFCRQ
5-HT1A blocker = blocks the human serotonin 5-HT1a receptor. P08908. CHO 5-HT1a Ga15 NFAT-bla reporter, antagonist mode. inhibition, % at 10 µM. 62,000 compounds, 0.68% hits;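 active = inhibition above the mean of all tested compounds plus 3 SD, cut at about 43% in these data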;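 note: receptor stimulated by 5-CT agonist at 100 nM near EC80; beta-lactamase reporter measured by ratiometric fluorescence of a cleavable substrate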
* marks the source's active call; other numbers are inactive results; [ ] = another dose, or the depositor's remark. Compounds as they come; 8.9% or so of the library scored in one or more.

SMILES | MMP-13 inhibitor | RORA act | A340 absorber | TNAP act mid DEA | SF-1 act | NADH coupling | Autofluor 339 | 5HT1a ag | 5-HT1A blocker
O=C1C(C=NCCCn2ccnc2)=C(O)c2ccccc21 | 4 | 4 | 1.1 | 0.9 | -24 | 5% | 1 | -1.8 | -3
COc1ccccc1N1CCN(C(=O)c2ccc(S(=O)(=O)N3CCCCC3)cc2)CC1 | 0 | 2 | 1.1 | 0.9 | 15 | 3% | 1.1 | 1.0 | -1
CCOC(=O)C(CC)n1cnc2c(oc3ccccc32)c1=O (configuration not stated) | -8 | -5 | 1 | 1 | -15 | 6% | 1.1 | -5.2 | 0
O=C(NCCOC(=O)c1ccc(C(=O)OCCNC(=O)c2ccccc2)o1)c1ccccc1 | 2 | -6 | 1 | 1 | -20 | 5% | 1.1 | -1.3 | 9
C=CCn1c(=O)c2ccccc2n2c(SCC(=O)/C(C#N)=C(\C)N)nnc12 | -1 | 0 | 0.99 | 0.9 | 15 | 6% | 1.1 | -1.0 | -8
Cc1nnc(SCc2cc(=O)[nH]c(N3CCCCC3)n2)s1 | -10 | -13 | 1 | 0.9 | -11 | 2% | 1 | 1.8 | -3
Cc1ccc(NC(=O)N2CCC(C(=O)NCCC3=CCCCC3)CC2)cc1 | 1 | -10 | 0.99 | 0.9 | 13 | 7% | 1.1 | -0.9 | -4
COc1cc(-c2c(C#N)c(N)nc(SCc3ccncc3)c2C#N)cc(OC)c1OC | -11 | -13 | 1.1 | 0.8 | -12 | 9% | 1.2 | -0.2 | 3
CC(=O)c1cc(CN2C(=O)c3ccccc3C2=O)cs1 | 1 | -1 | 1.1 | 0.9 | -1 | 1% | 1.1 | 1.7 | -2
CSCCC(NC(=O)C1CCC(C)CC1)C(=O)NCCN1CCOCC1 (configuration not stated) | -1 | -20 | 0.97 | 0.9 | 3 | 6% | 1.1 | -1.0 | -2
CCN(CC)S(=O)(=O)N1CCC(C(=O)NC2CCCc3ccccc32)CC1 (configuration not stated) | -3 | 4 | 0.99 | 1 | 0 | 2% | 1 | -3.7 | 4
c1ccc(CNn2c(N3CCOCC3)nc3ccccc32)cc1 | -1 | -7 | 1 | 0.9 | -1 | 3% | 0.93 | 0.2 | -4
CN(C)CCCNc1cc(Cl)c(S(=O)(=O)N2CCCCC2)cc1C(=O)O | 0 | -5 | 1.1 | 0.9 | -6 | 3% | 1.1 | -1.4 | -7
COc1ccc(C2CC(O)(C(C)(C)O)NO2)cc1 (configuration not stated) | 0 | -7 | 1 | 1 | 0 | 5% | 1 | -3.3 | -2
Cc1cc(S(=O)(=O)NCCCN2CCOCC2)ccc1F | 0 | -3 | 0.97 | 0.9 | -8 | 5% | 1.1 | -1.5 | 6
Brc1cccc(-c2nnc3sc(CN4CCCCC4)cn23)c1 | 0 | 0 | 0.98 | 0.9 | 5 | 5% | 1.1 | -0.8 | 2
CCOC(=O)c1c(C)c(C(=O)NCc2cccnc2)c(C)n1C | -1 | 0 | 1 | 0.9 | 11 | 4% | 1.2 | -2.7 | 0
c1coc(CN=C2NC(=NCc3ccco3)c3ccccc32)c1 | -16 | -12 | 1 | 0.9 | -1 | 5% | 1.1 | -3.2 | 2
CCC(=O)Nc1ccc(OC)cc1OC | -4 | 3 | 1 | 0.9 | -4 | 5% | 1.1 | -0.3 | 0
Cc1ccc(S(=O)(=O)N2CCCC2)cc1S(=O)(=O)N1CCCC1 | -1 | -26 | 0.98 | 0.9 | -10 | 1% | 1 | 0.4 | 5

Arranged by molecular weight (rising): some entries from above
SMILES | MMP-13 inhibitor | RORA act | A340 absorber | TNAP act mid DEA | SF-1 act | NADH coupling | Autofluor 339 | 5HT1a ag | 5-HT1A blocker
c1coc(CN=C2NC(=NCc3ccco3)c3ccccc32)c1 | -16 | -12 | 1 | 0.9 | -1 | 5% | 1.1 | -3.2 | 2
Cc1ccc(S(=O)(=O)N2CCCC2)cc1S(=O)(=O)N1CCCC1 | -1 | -26 | 0.98 | 0.9 | -10 | 1% | 1 | 0.4 | 5
CCN(CC)S(=O)(=O)N1CCC(C(=O)NC2CCCc3ccccc32)CC1 (configuration not stated) | -3 | 4 | 0.99 | 1 | 0 | 2% | 1 | -3.7 | 4

(further entries)
SMILES | MMP-13 inhibitor | RORA act | A340 absorber | TNAP act mid DEA | SF-1 act | NADH coupling | Autofluor 339 | 5HT1a ag | 5-HT1A blocker
CCCCCC(=O)OC(CN1CCCCC1)CN1CCCC1=O (configuration not stated) | 1 | 4 | 0.99 | 0.9 | -2 | 7% | 1.1 | -1.6 | 1
Cc1ccc(C(=O)NCCN(C)C)c(C)c1 | 4 | 5 | 1 | 1 | 5 | 2% | 1.1 | -2.8 | -16
N#CNC1=NCN(Cc2ccccc2)CN1 | -10 | -9 | 1 | 0.9 | 12 | 3% | 1 | -0.6 | -6
O=C(Cc1cccs1)NCc1ccccc1 | 3 | -6 | 0.98 | 1 | 18 | 4% | 1.1 | -0.5 | -2
Cn1c(CNc2ccccc2)nc2ccccc21 | -4 | 45 | 1 | 1 | 36 | 1% | 1.1 | -1.6 | 2
COc1ccc(CCNC(=O)NC(C(F)(F)F)C(F)(F)F)cc1OC | 0 | -14 | 1 | 0.9 | 11 | 6% | 1.1 | -0.8 | -1
CCOC(=O)C1=C(C)NC(=O)NC1c1ccc(OC(C)C(=O)O)c(OC)c1 (configuration not stated) | 5 | 11 | 1.1 | 0.9 | -8 | 4% | 1.1 | 0.3 | 3
OCCCc1nc2n(n1)C(c1cccs1)C=C(c1ccccc1)N2 (configuration not stated) | -107[fluorescence artefact?] | -18 | 1.1 | 0.8 | -13 | 9%[fluoresces] | 2.1* | 1.9 | 7
O=C1OCc2cc(NC(=O)C3CCCO3)ccc21 (configuration not stated) | -3 | 12 | 0.98 | 0.8 | -12 | 5% | 1 | -3.1 | 1
CCOC(=O)N1CCC(NC(=O)c2ccc3c(c2)N(CC)CCS3)CC1 | -144[fluorescence artefact?] | 5 | 0.99 | 0.8 | 10 | 4%[fluoresces] | 2.4* | 1.1 | -2
CCCC(=O)NCCc1nc2ccccc2n1C | -1 | -19 | 1 | 0.9 | -24 | 2% | 1.1 | 0.1 | -18
COc1ccc(-c2cc(C(=O)O)[nH]n2)cc1OC | 4 | 3 | 1 | 0.9 | -10 | 8% | 1 | 0.2 | -2
CCn1nnnc1SCC(=O)N(C1CCCCC1)C1CCCCC1 | -18 | 0 | 1 | 0.9 | -8 | 2% | 1.1 | -0.4 | -4
Cc1onc(-c2ccccc2)c1C(=O)NCc1ccco1 | 4 | -2 | 0.98 | 0.9 | 5 | 2% | 1.1 | -2.2 | 0
Cc1cccc(-c2nc(CN3CCCC(C(=O)NC4CCCC4)C3)c(C)o2)c1 (configuration not stated) | -4 | -23 | 0.95 | 0.9 | 3 | 5% | 0.95 | -2.3 | 16
Cc1cccn2c(=O)c3cc(C#N)c(=NC(=O)c4ccncc4)n(Cc4ccco4)c3nc12 | -85[fluorescence artefact?] | 24 | 1 | 0.9 | 1 | 3%[fluoresces] | 2.7* | 1.8 | -5
CC(C)CCn1c(CN2CCN(Cc3ccccc3)CC2)nc2c1c(=O)n(C)c(=O)n2C | 7 | 14 | 0.99 | 0.8 | -19 | 6% | 1.1 | 2.1 | -8
COc1ccccc1NC(=O)c1ccc(C)s1 | 5 | 49* | 1 | 1 | 50* | 2% | 1.1 | -0.1 | 1
Cn1c(=O)[nH]c(=O)c2c1nc(Br)n2Cc1ccccc1Cl | -1 | 15 | 0.95 | 0.9 | 2 | 5% | 1.1 | 1.7 | 8
CCNC(=O)N1c2ccc(OC)cc2C(C)=CC1(C)C | -50[fluorescence artefact?] | -11 | 1 | 0.9 | -4 | 9% | 1.6 | 1.0 | 12
O=C1N(c2ccccc2)C2CS(=O)(=O)CC2N1c1ccc(Br)cc1 (configuration not stated) | 1 | 5 | 1 | 0.9 | 17 | 3% | 1 | -1.1 | 13
COc1cc(CNC2CCCC2)cc(OC)c1 | -3 | -9 | 1.1 | 0.9 | 14 | 14% | 1.1 | -0.1 | -10
COc1cccc(C(c2sc3nc(C)nn3c2O)N2CCN(c3ccccc3F)CC2)c1 (configuration not stated) | -4 | 12 | 1 | 1 | 5 | 0% | 1.1 | -3.5 | 20
O=C(Cc1c(F)c(F)c(F)c(F)c1F)OC12CC3CC(C1)C(=O)C(C3)C2 | -1 | -9 | 1 | 0.9 | -5 | 7% | 1 | 1.4 | 4
NCCc1nnc(SCc2ccccc2F)o1 | 2 | -7 | 1 | 0.9 | 12 | 11% | 0.86 | 0.3 | -1
CC(C)(C)Sc1ccc(N)nc1 | -6 | -6 | 1 | 0.9 | 11 | 4% | 1.1 | -3.5 | -10
C=C(C)c1cccc(C(C)(C)NC(=O)NCC2CCCO2)c1 (configuration not stated) | 2 | 9 | 1.1 | 0.8 | 0 | 3% | 1 | 1.5 | 0
O=C(Nc1ccc2c(c1)OCCO2)C1CCN(C(=O)c2ccc(F)cc2)CC1 | 2 | 18 | 0.99 | 1 | 38 | 2% | 1 | 0.5 | 4
CCCc1cc(=O)[nH]c(SCC(=O)N(C)CC(=O)Nc2ccccc2CC)n1 | 6 | 0 | 1 | 1 | 3 | 3% | 1.1 | 1.5 | -10
Nc1ccc(CN2CCN(c3ccc4ccccc4n3)CC2)cc1 | -8 | 19 | 1.1 | 0.9 | 8 | 4% | 1.6 | -1.2 | 11
Cc1nc2ncnn2c(N2CCC(C(=O)NC3CCCC3)CC2)c1Cc1ccccc1 | -1 | -7 | 1 | 0.9 | -7 | 2% | 1.1 | 1.0 | 6
COc1ccc(NC(=O)CSc2nnc(Cn3c(=O)sc4ccccc43)n2C)cc1 | 5 | 1 | 1 | 1 | -12 | 5% | 1.1 | 0.7 | -5
C=CCn1c(SCc2cccc(C#N)c2)nnc1-c1ccccc1O | 1 | 6 | 1 | 0.8 | 2 | 1% | 1 | -0.6 | -11
CC(C)(C)c1ccc(NC(=O)COC(=O)C2=COCCO2)cc1 | 6 | 2 | 0.99 | 0.9 | 22 | 4% | 1 | -3.8 | -12
CSc1nc(-c2ccccc2)nc(SC)c1C(C)=O | -4 | -2 | 1.1 | 0.9 | -2 | 7% | 1.2 | 0.0 | -8
Cc1csc(NC(=O)CCN2C(=O)c3ccccc3S2(=O)=O)n1 | -2 | -2 | 1 | 0.9 | 5 | 3% | 1.2 | -3.7 | 1
FC(F)(F)c1cccnc1N1CCN(c2ncnc3nc[nH]c23)CC1 | 7 | -1 | 1 | 1 | -8 | 3% | 1 | 0.5 | -8
COc1ccccc1CNC(=O)c1cc2sccc2n1C | -2 | -16 | 0.97 | 0.9 | -15 | 4% | 1 | -2.7 | 5
O=C(OCCn1cncn1)c1cc2ccccc2oc1=O | -13 | -12 | 1 | 0.9 | 4 | 10% | 1.7 | -3.5 | -7
CCOC(=O)N1CCN(c2c(NCCCN(CC)Cc3ccccc3)c(=O)c2=O)CC1 | 2 | 6 | 1 | 1 | -9 | 7% | 1.1 | -2.8 | -6
CCN(CC)CCCNc1nnc(C)c(=O)[nH]1 | 4 | 4 | 1 | 0.9 | 3 | 1% | 1 | -2.1 | 7
CCOC(=O)Cc1csc(NC(=O)CCN2C(=O)c3ccccc3C2=O)n1 | -6 | 3 | 1.1 | 0.9 | 15 | 1% | 1.1 | -0.4 | 0
COC(=O)c1ccccc1NC(=O)Cn1cnc2c1c(=O)n(C)c(=O)n2C | 6 | 0 | 0.96 | 0.9 | 2 | 6% | 1.1 | -1.6 | 4

From PubChem
